# hiPSC survival: enhancers of single-cell hiPSC survival, primary screen, ATPlite luminescence; 100% = ROCK inhibitor wells, 0% = DMSO; survival enhancement, % at 20 µM; 360,000 compounds, 0.044% hits; in the data active = survival enhancement above about 18%;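 note: cells exposed to compounds for 16 hours before the ATP read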
# Shn3 inh set2: reduction of Shn3 3'UTR firefly luciferase signal, primary screen, Schnurri-3 inhibitor project, cell-based, Clone20 osteoblasts, set 2; inhibition, % at 12.5 µM; Clone20 osteoblast Shn3 3'UTR firefly luciferase, 24 h; 360,000 compounds, 0.52% hits;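 active = mean inhibition of at least 75% with every replicate also reaching 75%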;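 note: 0% = median of neutral control wells and 100% = pilot-screen positive control compound; some compounds past the cut are filed as inactive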
# EBV LMP1 NFkB: EBV LMP1-driven NF-kappaB luciferase reporter inhibitors, primary screen, cell-based, luminescence, single point. 350,000 compounds, 0.69% hits. inhibition, % at 12.5 µM. LMP1-induced NF-kappaB luciferase reporter cells. AID 504558, 2011; in the data active = inhibition above about 41%;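 note: 0% = neutral control wells and 100% = reference inhibitor control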
# KKLEB cytotox: cytotoxicity in KKLEB CF airway cells, primary screen, cytotoxicity control for CF NF-kB inhibitor project, cell-based, uHTS, fluorescence assay plates | KKLEB CF airway cells viability, ATPlite luminescence, overnight; stronger effect = lower value; cells stimulated with P. aeruginosa culture filtrate | activity change (cytotoxicity), % at 5 µM | 360,000 compounds, 0.36% hits;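 active = corrected activity change at or below -50% at 5 µM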
# HIF-2a inh: HIF-2a reporter inhibitors, primary screen, luminescence, 786-0 RCC cells; 786-0 RCC cells HIF-2a reporter, luciferase luminescence, overnight; inhibition, % at 18.8 µM; 360,000 compounds, 0.72% hits; AID 624352, 2012;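 active = inhibition of the luminescence signal of 40% or more relative to plate controls, in a single-dose primary screen at 18.75 µM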
# NR2E3 ag-1: inhibitors of NR2E3-RetCOR corepressor binding, primary screen, NR2E3 agonist project, biochemical, TR-FRET, GST-NR2E3, biotin-RetCOR. 320,000 compounds, 0.12% hits. 1536-well. AID 2300, 2010. inhibition of corepressor binding, % at 4.78 µM. Photoreceptor-specific nuclear receptor (Homo sapiens), Q9Y5X4;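 active = percent inhibition above the cutoff of mean plus 3 SD of all tested compounds, set per screening campaign, cut at about 20% in these data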;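 note: 0% = DMSO wells and 100% = biotin wells as full block of FRET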
# Target sequence (Q9Y5X4 whole entry, looked up): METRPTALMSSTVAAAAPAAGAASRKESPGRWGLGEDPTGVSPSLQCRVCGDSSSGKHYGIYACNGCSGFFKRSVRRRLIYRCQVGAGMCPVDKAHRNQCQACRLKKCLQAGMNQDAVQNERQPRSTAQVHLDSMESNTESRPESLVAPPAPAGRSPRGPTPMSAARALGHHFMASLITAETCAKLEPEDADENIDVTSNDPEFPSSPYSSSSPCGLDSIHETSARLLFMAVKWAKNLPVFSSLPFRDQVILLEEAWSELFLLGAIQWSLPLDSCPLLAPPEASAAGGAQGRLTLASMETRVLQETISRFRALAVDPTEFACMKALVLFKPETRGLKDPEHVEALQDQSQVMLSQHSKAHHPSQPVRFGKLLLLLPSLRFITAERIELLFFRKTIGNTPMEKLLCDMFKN
#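 Material: NR2E3–RetCOR corepressor complex | Quantity: 1.35 nM GST-tagged NR2E3 final | Schedule: 5 h at 4 °C | Replication: Singlicate compound wells | Reagent: RetCOR corepressor, biotinylated, 7 nM | Controls: Biotin wells as high control, 0.6% DMSO wells as low control | Signal: TR-FRET, Eu(K)-anti-GST donor, streptavidin-D2 acceptor, ex 340, em 617/671 nm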
# Peg3 promoter: Peg3 promoter-driven luciferase inhibitors, primary screen, cell-based, HeLa, luciferase luminescence. 360,000 compounds, 1.7% hits. AID 588405, 2011. HeLa PEG-Prom luciferase reporter, overnight. inhibition, % at 20 µM;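 active = inhibition of at least 50% at 20 µM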
# CF NFkB inh: inhibitors of PAF-induced NF-kB signaling, primary screen, cell-based, GFP fluorescence, uHTS; KKLEB NF-kB-GFP reporter, GFP fluorescence overnight; inhibition, % at 5 µM; 360,000 compounds, 0.86% hits;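 active = at least 50% inhibition at 5 µM, scaled per plate between neutral and stimulator controls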;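 note: PAF is a Pseudomonas aeruginosa culture filtrate used as stimulus; plate controls were PAF-stimulated DMSO wells for no effect and unstimulated DMSO wells for full effect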
# TRAIL sens C8: viability loss with TRAIL in NB7+C8 cells, primary screen, TRAIL sensitizer project, cell-based, ATPlite luminescence; inhibition (viability loss, TRAIL sensitization), % at 10 µM; 360,000 compounds, 1% hits;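 active = compounds causing at least 50% loss of cell viability in the single-dose screen, relative to plate controls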
# NR2E3 ag-2: NR2E3 agonists in two-hybrid cells, primary screen, cell-based, luminescence, CHO-S, Gal4-NCOR/VP16-NR2E3 | Photoreceptor-specific nuclear receptor (Homo sapiens), Q9Y5X4 | luciferase | inhibition of corepressor binding, % at 3.98 µM | AID 602229, 2012 | 360,000 compounds, 0.35% hits;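 active = inhibition above the mean of all tested compounds plus 3 SD, cut at about 70% in these data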;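 note: 0% = DMSO with NR2E3 transfected cells and 100% = cells lacking NR2E3 construct; higher means lower luciferase signal from less NR2E3 corepressor binding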
# MITF TRPM1 inh: inhibitors of MITF-dependent TRPM1 promoter reporter, primary screen, cell-based, SK-MEL-5, single point, luciferase; 330,000 compounds, 0.83% hits; inhibition, % at 12.5 µM; SK-MEL-5 TRPM1 promoter luciferase, 24 h;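 active = mean inhibition across replicates of 60% or more, whatever share of single replicates reaches that level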; note: values of inactives mirror those of a sister screen read the other way
# Numbers without * were called inactive; x = no result given. Only part of the results is shown; count on the stated rates, not on these rows.
SMILES	hiPSC survival	Shn3 inh set2	EBV LMP1 NFkB	KKLEB cytotox	HIF-2a inh	NR2E3 ag-1	Peg3 promoter	CF NFkB inh	TRAIL sens C8	NR2E3 ag-2	MITF TRPM1 inh
COc1ccc(C(=O)Nc2ccc3[nH]ncc3c2)cc1	-0.8	-21	-3	-16	-170	2	-179	20	75*	-111	-44
COCCNC(=O)c1[nH]c(C(F)(F)F)nc1-c1ccccc1	5.8	-13	x	-1	19	x	-4	-5	6	-13	x
Cc1cccc(NS(=O)(=O)c2ccc(C)c(C(=O)NC3CCN(Cc4ccccc4)CC3)c2)c1	-0.5	20	12	-1	10	x	1	-7	-3	-19	14
C=CCNC(=S)Nc1nc2c(cc1C(=O)OCC)CCCC2	3.2	-6	-7	4	-150	1	-124	-11	4	-11	-44
O=C(NCCN1CCN(c2ccccc2)CC1)Nc1ccccc1Cl	-0.4	12	1	-9	7	1	2	-2	-13	-7	12
CC(=O)N1CCN(c2ccc(NC(=S)NC(=O)c3ccccc3)cc2)CC1	-1.3	-10	6	-1	-8	2	-19	2	2	-16	3
O=C(c1ccccc1F)N1CCC(N2CCCCCC2)CC1	-0.8	4	-11	12	0	-4	3	15	-5	-6	-18
Cc1nc2ccccc2cc1C(=O)N/N=C/c1cccc([N+](=O)[O-])c1	-0.4	-3	-6	3	22	0	9	-4	0	-25	-3
O=C(Nc1nnc(-c2ccc(Cl)cc2)o1)c1ccc(N2C(=O)CCC2=O)cc1	-1.0	-7	7	6	8	3	0	0	-6	19	5
CN(CC(=O)Nc1ccc(F)cc1Cl)Cc1cccs1	-0.8	0	-13	12	-54	2	-22	-25	-1	-18	-15
COc1ccc(CCNCC(C)c2ccccc2)cc1 (configuration not stated)	-0.1	-9	0	-6	9	2	-9	5	4	16	6
Cc1ccc(-n2c(-c3ccc(Cl)cc3Cl)n[nH]c2=S)cc1	0.4	-3	-4	16	13	-2	7	-4	8	-10	-15
NS(=O)(=O)c1ccc(NC(=O)c2cc(-c3cccs3)nc3ccccc23)cc1	-1.6	49	-16	6	16	0	5	-15	3	12	6
CCCc1cc(=O)oc2cc(C)cc(OCC(=O)N3C[C@H]4C[C@@H](C3)c3cccc(=O)n3C4)c12	-1.0	-12	x	10	2	x	24	-21	-3	8	x
N#CC1(NC(=O)COC(=O)c2ncc(Cl)c(Cl)c2Cl)CCCCC1	-0.5	-15	-6	25	10	1	5	-18	2	17	-1
O=C(O)c1cc(S(=O)(=O)Nc2ccc(OCc3ccccc3)cc2)ccc1Br	-0.5	-2	5	5	-59	4	-49	9	8	-51	1
O=C(NCCc1ccccn1)c1cccc(S(=O)(=O)N2CCCCCC2)c1	3.4	14	-9	7	13	-1	4	-10	-3	-14	11
Cc1cccc(C)c1NC(=O)NC1(C(=O)N2CCCCC2)CCCCC1	-0.3	-2	-7	0	8	-2	-3	-15	6	-20	-1
C=CCOC(=O)C1=C(C)NC(=O)NC1c1ccc(O)cc1 (configuration not stated)	2.3	-8	1	-1	19	x	11	8	-9	4	10
COc1ccc(N=C2S/C(=C\c3ccc(C)o3)C(=O)N2CC(C)C)cc1	-5.7	12	4	-14	6	3	4	8	3	-37	-1

# The last 2 compounds of the section before lead into the next:
SMILES	hiPSC survival	Shn3 inh set2	EBV LMP1 NFkB	KKLEB cytotox	HIF-2a inh	NR2E3 ag-1	Peg3 promoter	CF NFkB inh	TRAIL sens C8	NR2E3 ag-2	MITF TRPM1 inh
C=CCOC(=O)C1=C(C)NC(=O)NC1c1ccc(O)cc1 (configuration not stated)	2.3	-8	1	-1	19	x	11	8	-9	4	10
COc1ccc(N=C2S/C(=C\c3ccc(C)o3)C(=O)N2CC(C)C)cc1	-5.7	12	4	-14	6	3	4	8	3	-37	-1
Cc1oc(C(C)(C)C)cc1C(=O)Nc1cccc(C(=O)O)c1	-1.6	-50	-20	-14	-120	4	-170	11	6	-89	-63
Cn1c(N2CCOCC2)c(/C=N/O)c2ccccc21	0.3	-48	9	9	19	-5	11	6	-2	20	-7
COc1ccc2c(=O)c3c(=O)n(-c4ccccc4)c(-c4ccc(C)cc4)nc3oc2c1	-0.2	-7	0	0	-6	3	-16	7	-4	-87	-12
Cc1ccnc(NC(=O)C2(c3cccs3)CCOCC2)c1	1.1	16	5	7	12	-3	-7	-17	-12	-21	6
CCCCSc1nnc([C@@H](NC(=O)OC(C)(C)C)C(C)C)o1	3.7	7	-7	7	19	0	3	0	28	0	1
COCCCNC(=O)CCn1c(=O)c2ccccc2n(CC(=O)Nc2c(C)cccc2C)c1=O	-3.9	-21	-15	8	12	-3	15	-4	14	-14	1
O=C(/C=C/c1ccccc1)Nc1scc(-c2ccccc2)c1C(=O)O	-1.8	-31	0	-4	-150	x	-168	4	31	3	-60
CCCn1c(=O)[nH]c(=O)c2c1nc(-c1ccc(C#N)cc1)n2CCOC	0.0	-3	-1	3	16	0	28	8	0	10	-10
Cc1ccc2c(c1)C(=O)N1[C@H]3c4cc(Br)ccc4OC[C@@H]3[C@H](c3ccccc3)[C@]1(C)C(=O)N2	-0.4	13	1	-3	6	x	14	14	6	-12	0
COc1cc(NC(=O)c2ccccc2F)ccc1NC(=O)c1cc2ccccc2o1	0.8	9	11	-3	-1	x	23	20	22	-12	16
COc1ccccc1Nc1nc(N)nc(CSC(=S)N2CCCCC2)n1	-0.2	-36	-16	-2	-198	-1	-187	-7	3	-69	-13
CCCN(C(=O)c1cccc(S(=O)(=O)N2CCCc3ccccc32)c1)C1CCS(=O)(=O)C1 (configuration not stated)	-0.3	3	-3	22	14	3	5	-5	-3	-19	7
Cc1ccc(NC(=O)CSc2n[nH]c(-c3ccncc3)n2)cc1	0.1	-2	7	-7	9	-2	-8	1	-8	-7	-10
Cn1ncc(Cl)c1C(=O)Nc1cccc(Cl)c1	-0.9	9	9	-5	-11	1	-7	0	-13	-53	1
O=C(/C=C/c1ccc(S(=O)(=O)NCc2ccco2)cc1)NCc1ccccc1Cl	-1.2	2	-5	-10	42*	1	7	-9	8	9	-4
CCn1c(SCC(=O)Nc2ccc(C(C)=O)cc2)nc2c([nH]c3ccccc32)c1=O	0.0	45	-8	-6	-18	0	18	-3	31	-43	22
CC1CC(C)CN(S(=O)(=O)c2ccc(C(=O)NCc3ccc4c(c3)OCO4)cc2)C1 (configuration not stated)	-2.6	16	-14	4	4	1	9	-4	-15	-16	5
O=C(c1cc2c(s1)CCCC2)N1CCN(c2ccccc2)CC1	-1.0	-3	-10	6	-180	2	-81	-10	-7	-46	-12
CC(C)NC(=O)c1cc2n(n1)C(C(F)(F)F)CC(c1ccco1)N2 (configuration not stated)	-0.3	-38	-4	11	11	0	5	-9	9	-25	-3
CC1CCCCN1C(=O)c1ccc(COc2ccc([N+](=O)[O-])cc2)o1 (configuration not stated)	-2.8	2	0	-1	-5	2	20	1	-12	-16	3

# Following part.
SMILES	hiPSC survival	Shn3 inh set2	EBV LMP1 NFkB	KKLEB cytotox	HIF-2a inh	NR2E3 ag-1	Peg3 promoter	CF NFkB inh	TRAIL sens C8	NR2E3 ag-2	MITF TRPM1 inh
Nc1c(C(=O)N2CCCC2)sc2nc3c(cc12)CCCCCC3	0.4	-26	-15	-4	-1	-3	-295	2	4	-133	-60
COCCNC(=O)C1(C)CCN(C(=O)/C=C/c2ccccc2)C1 (configuration not stated)	-1.4	7	x	-6	-3	x	-12	9	0	-17	x
Fc1cccc(CSc2nnc3ccc(-c4ccncc4)nn23)c1	0.1	4	1	-4	10	0	3	6	14	6	-8
O=C(CSc1nn(-c2ccc(F)cc2)c(=S)s1)N1CCN(C(=O)c2ccco2)CC1	1.1	9	-3	-5	13	2	13	-4	-21	2	9
CC1CCC/C(=N/NC(=O)c2ccccc2-n2cccc2)C1 (configuration not stated)	-1.1	-1	-2	20	5	-3	20	-7	5	-17	2
CC1(C)C2CC[C@]3(C)C(CC=C4[C@@H]5C[C@@](C)(CO)[C@@H](O)C[C@]56C[C@@H](OC6=O)[C@]43C)[C@@]2(C)CC[C@@H]1O (some centres not stated)	-3.7	6	-8	-1	3	-1	-12	-3	-1	-20	9
Cc1oc(S(=O)(=O)N2CCCC2)cc1C(=O)Nc1ccc(F)cc1	-0.4	-20	-7	-8	2	1	11	1	-2	-1	-13
CC(C(=O)NCc1ccccc1)n1cc([N+](=O)[O-])cn1 (configuration not stated)	1.0	-15	-8	0	18	0	1	10	-17	-4	-1
CCCCn1c2ccc(F)cc2c2nnc(NN)nc21	1.0	17	6	-13	12	2	13	-6	2	5	4
Cc1ccc(-c2cc(-c3ccccc3)c3c(N)c(S(C)(=O)=O)sc3n2)cc1	-1.1	15	-12	6	-49	1	12	0	3	9	-16
C=CCN(CC=C)C(=O)C1CCC(C(=O)N(CC=C)CC=C)CC1 (configuration not stated)	2.3	-31	-9	7	9	0	-1	3	11	-12	5
Cc1cc(C)c2sc(N(CCCN(C)C)C(=O)c3ccc(S(=O)(=O)N4CCCc5ccccc54)cc3)nc2c1	-0.6	-1	3	-27	-22	0	102*	26	74*	1	83*
Cc1cc(C)nc(/N=C(\N)N2CCCCC2)n1	2.2	7	3	9	8	1	2	-4	0	-8	5
O=C1CCCc2nc(N3CCN(c4ccccc4)CC3)ncc21	-2.9	-13	0	-4	-97	-1	-93	9	-6	-38	-35
CCN1C2=NCCCN2c2cc(C)c(C)cc21	2.8	9	10	4	21	2	13	-5	3	-24	-8
CN(c1nc2ccccc2n2c(-c3ccco3)nnc12)S(=O)(=O)c1ccccc1	2.6	9	7	-5	9	0	11	10	0	-4	9
Cc1cc(C)c(C#N)c(Oc2ccccc2)n1	2.4	6	-7	-6	16	0	6	10	0	-3	15
Cc1ccccc1NC(=O)c1ccc(N/N=C/c2ccccc2O)c([N+](=O)[O-])c1	-0.6	43	-26	-10	8	3	21	3	41	-31	4
CCc1cc2ccccc2nc1SCC(=O)Nc1cc(C)on1	-0.4	5	-6	-9	8	-2	27	14	19	-17	10
Cc1ccccc1C(=O)Nc1cccc(C(=O)N/N=C/c2cc(Cl)cc([N+](=O)[O-])c2O)c1	-2.9	14	2	2	14	-4	29	19	40	27	-1

# High-throughput results: PubChem BioAssay, several laboratories
